# Screening data: PubChem, Southern Research Specialized Biocontainment Screening Center
# H1N1 NS1A inhibition = NS1A inhibition, H1N1 influenza, cell based functional assay (AID 504329); NS1A functional cell-based assay, percent inhibition; higher % means a stronger effect; inhibition, % at 12.5 µM, or IC50 in µM where a hit was titrated; 340,000 tested, 0.3% active; in the data active means a potency from the dose series; inconclusive means inhibition above about 27% without an active follow-up result; further: strong numbers were not always called active
# M. tuberculosis HTS = M. tuberculosis growth inhibition, HTS (AID 449762) | M. tuberculosis H37Rv growth inhibition, 7H9 media; higher % means a stronger effect | inhibition, % at 25 µM, or IC50 in µM where a hit was titrated | 330,000 tested, 0.59% active; in the data active means a potency from the dose series; inconclusive means inhibition above about 70% without an active follow-up result;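 further: bacterial growth assessed after seven days of incubation; strong numbers were not always called active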
# tuberculosis growth = growth inhibition of non-replicating M. tuberculosis (AID 488890); Mycobacterium tuberculosis non-replicating, growth inhibition; higher % means a stronger effect; inhibition, % at 25 µM, or IC50 in µM where a hit was titrated; 320,000 tested, 0.39% active; in the data active means a potency from the dose series; inconclusive means inhibition mostly from about 82% at the one dose, without a potency; inactive means the rest, 99 in 100 with inhibition below about 76%;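 further: plate controls were DMSO cells for no effect and high antibiotic wells for full effect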
# Salmonella PhoP GFP = PhoP regulon inhibitors, Salmonella typhi PhoP promoter GFP reporter, confirmatory (AID 1850) | Salmonella Typhi PhoP-promoter GFP reporter, fluorescence, 4 h; higher % means a stronger effect | inhibition, % at 50 µM; hits with a dose series show IC50 in µM | 310,000 tested, 0.33% active; in the data active means a potency from the dose series; inconclusive means inhibition mostly from about 25% at the one dose, without a potency; inactive means the rest, 99 in 100 with inhibition below about 19%;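 further: 0% = induced wells with vehicle and 100% = uninduced wells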
# inhibitors of VEEV = inhibitors of VEEV TC-83 cytopathic effect, confirmation, Vero cells (AID 588727); one-dose inhibition, % at 20 µM; IC50 in µM for titrated hits; 350,000 tested, 0.13% active; Vero cells, VEEV TC-83 cytopathic effect inhibition; higher % means a stronger effect; in the data active means a potency from the dose series; inconclusive means inhibition mostly from about 14% at the one dose, without a potency; inactive means the rest, 99 in 100 with inhibition below about 12%; further: strong numbers were not always called active
# inhibitors of VEEV 10K pilot screen = second read-out of inhibitors of VEEV, no call of its own (marks repeat the call); inhibition, %; measured here: 10K pilot screen inhibition
# An asterisk follows results filed as active; i = inactive; ? = inconclusive; . = not tested or not shown.
SMILES,H1N1 NS1A inhibition,M. tuberculosis HTS,tuberculosis growth,Salmonella PhoP GFP,inhibitors of VEEV,others
Cc1cccc(-c2nc(S(=O)(=O)c3ccc(F)cc3)c(NCCCN3CCOCC3)o2)c1,5%,1%,11%,3%,4.9%,
CCCCOc1ccc(C(=O)NN2C(=O)NC3(CCCCC3)C2=O)cc1OC,-4%,22%,-5%,-1%,1.2%,
O=C(COc1ccccc1[N+](=O)[O-])N/N=C/C=C/c1ccco1,12%,-1%,12%,1%,6.3%,
Cc1ccc(N(C)S(=O)(=O)c2cccc(C(=O)NNC(=O)c3ccncc3)c2)cc1,2%,-11%,.,.,0.1%,
Cc1ccc(NS(=O)(=O)c2cc(N)ccc2Cl)c(C)c1,-13%,2%,-15%,5%,3.6%,
Cc1nc(SCC(=O)NCC2CCCO2)c2oc3ccccc3c2n1 (stereo unspecified),2%,-4%,2%,-1%,i,
Cc1ccc(NC(=O)N2CCCC2C(=O)Nc2ccc3c(c2)OCO3)cc1 (stereo unspecified),-8%,0%,6%,-2%,0.7%,
COc1ccc(-n2cc(CN(C)CCO)c(-c3cccc(F)c3)n2)cc1,-8%,12%,20%,-3%,0.4%,
COc1ccccc1NS(=O)(=O)c1cccc(C(=O)N/N=C(/C)c2ccc(-n3ccnc3)cc2)c1,15%,.,.,.,8.9%,
N=C1C(=O)OCC1c1ccccc1NC(=O)c1ccccc1 (stereo unspecified),7%,2%,-6%,-5%,0.6%,
COc1cc(NC(=O)Nc2ccc(C)cc2)cc([N+](=O)[O-])c1,-3%,4%,10%,-19%,2.5%,
O=C(NCCC1=CCCCC1)C1CCN(S(=O)(=O)c2cccs2)CC1,-12%,-5%,21%,-8%,i,
C=CCn1c(SCC(=O)N(CC)CC)nc(O)cc1=O,6%,2%,-19%,9%,i,
NC(=O)C[N+]1(CC#CC(O)(c2ccccc2)c2ccccc2)CCCC1,-1%,-7%,3%,7%,1.3%,
O=C(CN1CCOCC1)N1CCN(c2nnc(-c3ccccc3)c3ccccc23)CC1,2%,1%,12%,-12%,3.3%,
COc1ccc(-c2nc(SC(C)C(=O)Nc3ccc(NC(C)=O)cc3)n[nH]2)cc1 (stereo unspecified),-11%,16%,-1%,6%,3.5%,
COc1ccccc1CNCC(c1ccccc1)c1ccccc1,4%,8%,15%,6%,i,
O=C(/C=C/c1cccc(F)c1)Nc1nccs1,-21%,0%,29%,5%,5.3%,
COc1ccc(OC)c(S(=O)(=O)NCc2cn3ccsc3n2)c1,0%,2%,15%,-7%,0.4%,
O=C(Nc1nccs1)C1CCN(S(=O)(=O)c2c(Cl)cccc2Cl)CC1,-1%,-2%,-6%,-11%,6.9%,
O=C1NC(=S)N/C1=C\c1cccc([N+](=O)[O-])c1,4%,-4%,-4%,-12%,2.9%,
CSc1nnc2c3ccccc3n(CCc3ccccc3)c2n1,-8%,-2%,-13%,-5%,>13µM*,
CCN(CCNC(=O)C1CCN(S(=O)(=O)c2cccc3nsnc23)CC1)c1ccccc1,16%,-1%,18%,1%,6.2%,
CCC(=S)/C=C1\Sc2ccccc2N1CCCS(=O)(=O)O,2%,5%,2%,0%,1.6%,
COc1ccc2nc(NC(=S)NC(=O)c3ccco3)sc2c1,6%,13%,57%,-10%,0.0%,inhibitors of VEEV 10K pilot screen=1.1

# The listing continues:
SMILES,H1N1 NS1A inhibition,M. tuberculosis HTS,tuberculosis growth,Salmonella PhoP GFP,inhibitors of VEEV,others
Cc1[nH]c2ccc(C(=O)N3CCN(C)CC3)cc2c1C,-2%,-13%,-4%,11%,2.1%,
CN(CCO)c1cc(N(C)CCO)c([N+](=O)[O-])cc1[N+](=O)[O-],-9%,-3%,-6%,0%,0.5%,
CCC1(c2ccccc2)NC(=O)N(CC(=O)Nc2cccc(S(=O)(=O)N3CCCCC3)c2)C1=O (stereo unspecified),1%,.,.,.,9.5%,
Cc1ccc(S(=O)(=O)NCC2CCCO2)cc1 (stereo unspecified),-2%,36%,49%,2%,0.0%,
CC(=O)Nc1cccc(OCC(=O)NS(=O)(=O)c2ccc(Cl)cc2)c1,-1%,-4%,-13%,5%,1.3%,
OCC1(Cc2cccc(Cl)c2)CCCN(Cc2sc(N3CCCC3)nc2Cl)C1 (stereo unspecified),0%,10%,8%,-6%,0.4%,
CSc1nc(-c2ccc(C)cc2)nc(N)c1C#N,-5%,4%,-15%,-6%,1.6%,
CCc1ccc(-n2c(SCc3c(C)noc3C)nnc2-c2ccncc2)cc1,-15%,11%,-5%,-3%,3.9%,
NNC(=O)c1csc(-c2ccc(C(F)(F)F)cc2Cl)n1,-17%,?,45%,3%,1.8%,
COc1cccc(-c2nc(CS(=O)(=O)CC(=O)NC3CCCCC3C)c(C)o2)c1 (stereo unspecified),-32%,-1%,1%,-23%,0.6%,
COc1ccc(C(=O)N2CCCC(CNC(=O)c3ccc(F)cc3)C2)cc1OC (stereo unspecified),7%,5%,2%,-28%,1.1%,
C/C(=N\S(=O)(=O)c1ccc(C)cc1)N1CCN(S(=O)(=O)c2ccccc2)C1,-20%,5%,14%,5%,0.4%,
C[n+]1cccc2c(Br)ccc([O-])c21,7%,2%,9%,5%,i,
O=S(=O)(Nc1ccc(-n2cnnn2)cc1)c1cccc(F)c1,-4%,.,.,.,4.5%,
CC(C)C(=O)Nc1nc2ccc(S(C)(=O)=O)cc2s1,6%,5%,-11%,-9%,0.3%,
COc1ccc(CNc2nc3nc(C)c(Cl)c(=O)n3[nH]2)cc1,-11%,?,28%,-7%,0.7%,
O=C(CSc1nnc2scc(-c3ccc(Cl)cc3)n12)NCc1ccc2c(c1)OCO2,-1%,-2%,0%,-14%,1.4%,
CC1(C)Cc2c(cnn2-c2ccc(F)cc2)C(NC(=O)C2=NNC(=O)CC2)C1 (stereo unspecified),0%,8%,-1%,9%,i,
O=c1[nH]ncc(N/N=C\c2ccncc2)c1Cl,-8%,3%,13%,-1%,0.6%,
CCNc1nc(NC(C)(C)C)nc(SC)n1,-5%,12%,0%,16%,1.7%,
CCn1nc(C)cc1C(=O)N1CCCC(Nc2ccc(C(C)C)cc2)C1 (stereo unspecified),0%,.,.,.,1.6%,
Cc1nonc1OCCNc1ccc([N+](=O)[O-])cc1,-2%,2%,33%,0%,i,
CCOC(=O)C1=C(CS(=O)(=O)c2ccc(C)cc2)NC(=O)NC1c1cc(OC)c(O)c(OC)c1 (stereo unspecified),-2%,1%,16%,7%,0.8%,
Cc1cc(C)c2[nH]c(=O)c(C(c3nnnn3C(C)(C)C)N(Cc3ccco3)CC3CCCO3)cc2c1 (stereo unspecified),6%,-4%,17%,-7%,6.3%,
CC(C)c1ccc(NC(=O)C2CCCCN2S(=O)(=O)c2ccccc2)cc1 (stereo unspecified),-10%,10%,21%,.,i,

# (continued)
SMILES,H1N1 NS1A inhibition,M. tuberculosis HTS,tuberculosis growth,Salmonella PhoP GFP,inhibitors of VEEV,others
COc1ccc2oc(C(=O)OC(C)C(=O)NCc3ccccc3)c(C)c2c1 (stereo unspecified),-5%,28%,19%,-5%,2.5%,
Cc1cc(C(=O)N/N=C(\CCC(=O)O)c2cccs2)c2ccccc2n1,-5%,0%,-16%,3%,i,
COc1cc(Cl)c(C)cc1NC(=O)COC(=O)c1cc(SC)ccc1Cl,3%,-5%,-23%,-7%,6.2%,
Cc1ncc([N+](=O)[O-])n1CCN1C(=O)c2ccccc2C1=O,-3%,-6%,-14%,-2%,1.0%,
COc1ccc(NC(=S)Nc2cccnc2)c(OC)c1,-10%,-6%,19%,6%,3.0%,
CCN(CCCC(=O)c1ccc(F)cc1)CCc1ccccc1,-7%,1%,51%,-2%,0.7%,
O=C(COC(=O)Cc1ccc(Cl)cc1)NCc1ccc(F)cc1,-10%,0%,69%,.,0.2%,
CCc1nnc(NC(=O)CCC(=O)NCc2ccccc2Cl)s1,12%,6%,-14%,-6%,1.0%,
Cc1ccn2c(NC3CCCCC3)c(-c3cccc(SC4CCCCC4)c3)nc2c1,-5%,49%,56%,.,i,inhibitors of VEEV 10K pilot screen=0.0
O=C1CC(c2ccccc2)c2c(O)cc(O)cc2O1 (stereo unspecified),18%,4%,-6%,7%,0.5%,
Cc1c(NC(=O)CSc2nnc(-c3cccc(Cl)c3)o2)c(=O)n(-c2ccccc2)n1C,-4%,4%,11%,-9%,0.6%,
Cn1cc(CCC(=O)N2CCCC(CCC(=O)NCc3ccc(F)c(F)c3)C2)cn1 (stereo unspecified),3%,2%,-18%,-5%,i,
Cc1cc(C2(c3ccc(O)c(C)c3)C(=O)Nc3ccccc32)ccc1O,-3%,12%,44%,8%,2.4%,
CCC(C)[C@H](NC(=O)N1CC(=O)Nc2ccccc21)C(=O)N1CCC(C(=O)O)CC1 (stereo partly specified),2%,-1%,-2%,-14%,i,
Cc1ccc(CNC(=O)CS(=O)(=O)c2ccccc2)cc1,0%,1%,-6%,0%,0.2%,
COc1ccc(OC)c(C(=O)c2ccccn2)c1,-1%,9%,11%,-6%,1.6%,
O=C(CSc1nnc(CNC(=O)c2ccco2)o1)Nc1ccc(F)cc1F,7%,0%,-4%,-21%,i,
CSCC(CO)NS(=O)(=O)c1ccc(C)cc1 (stereo unspecified),-10%,6%,-4%,3%,0.4%,
CSc1ccccc1OCc1cc(C(=O)NCCN2CCCC(O)C2)no1 (stereo unspecified),14%,-6%,0%,0%,0.5%,
CCOC(=O)Cc1c(C)c2ccc(N(CC)CC)cc2oc1=O,-18%,-8%,16%,7%,1.0%,
CS(=O)(=O)N(CC(=O)N1CCCC1)c1cc(Cl)ccc1Cl,-31%,4%,-13%,-8%,0.9%,
CC(C)c1ccc(NC(=O)CCNC(=O)Cn2ccc3ccccc3c2=O)cc1,-7%,-10%,-15%,-2%,1.5%,
COCCN(Cc1cc2cc3c(cc2nc1Cl)OCO3)C(C)=O,3%,-8%,26%,-4%,0.6%,
Cn1c(=O)c2c(nc(SCCN3CCOCC3)n2Cc2ccccc2Cl)n(C)c1=O,-9%,-1%,-1%,2%,7.0%,
COc1ccc(CC2(CO)CCN(Cc3ccc4c(c3)CCO4)CC2)cc1,-4%,-3%,-3%,2%,i,
CC(C)c1ccc(NC(=O)C2C3C=CC4(CN(Cc5cccnc5)C(=O)C24)O3)cc1 (stereo unspecified),6%,-3%,7%,-5%,i,
COc1ccc(CC(=O)Nc2c3c(nn2-c2cccc(C)c2C)CS(=O)C3)cc1OC (stereo unspecified),7%,-13%,.,-10%,0.3%,
Oc1c(Cl)cc(Cl)cc1/C=N/c1ncn[nH]1,-11%,-2%,23%,3%,i,

# Sorted by SMILES length (smallest number first): 15 of the compounds above.
SMILES,H1N1 NS1A inhibition,M. tuberculosis HTS,tuberculosis growth,Salmonella PhoP GFP,inhibitors of VEEV,others
CSCC(CO)NS(=O)(=O)c1ccc(C)cc1 (stereo unspecified),-10%,6%,-4%,3%,0.4%,
COc1ccc(NC(=S)Nc2cccnc2)c(OC)c1,-10%,-6%,19%,6%,3.0%,
Oc1c(Cl)cc(Cl)cc1/C=N/c1ncn[nH]1,-11%,-2%,23%,3%,i,
CCN(CCCC(=O)c1ccc(F)cc1)CCc1ccccc1,-7%,1%,51%,-2%,0.7%,
CCc1nnc(NC(=O)CCC(=O)NCc2ccccc2Cl)s1,12%,6%,-14%,-6%,1.0%,
O=C(COC(=O)Cc1ccc(Cl)cc1)NCc1ccc(F)cc1,-10%,0%,69%,.,0.2%,
CS(=O)(=O)N(CC(=O)N1CCCC1)c1cc(Cl)ccc1Cl,-31%,4%,-13%,-8%,0.9%,
COc1ccc(CC2(CO)CCN(Cc3ccc4c(c3)CCO4)CC2)cc1,-4%,-3%,-3%,2%,i,
COc1cc(Cl)c(C)cc1NC(=O)COC(=O)c1cc(SC)ccc1Cl,3%,-5%,-23%,-7%,6.2%,
Cc1cc(C(=O)N/N=C(\CCC(=O)O)c2cccs2)c2ccccc2n1,-5%,0%,-16%,3%,i,
Cc1ccn2c(NC3CCCCC3)c(-c3cccc(SC4CCCCC4)c3)nc2c1,-5%,49%,56%,.,i,inhibitors of VEEV 10K pilot screen=0.0
Cn1c(=O)c2c(nc(SCCN3CCOCC3)n2Cc2ccccc2Cl)n(C)c1=O,-9%,-1%,-1%,2%,7.0%,
Cn1cc(CCC(=O)N2CCCC(CCC(=O)NCc3ccc(F)c(F)c3)C2)cn1 (stereo unspecified),3%,2%,-18%,-5%,i,
COc1ccc(CC(=O)Nc2c3c(nn2-c2cccc(C)c2C)CS(=O)C3)cc1OC (stereo unspecified),7%,-13%,.,-10%,0.3%,
CC(C)c1ccc(NC(=O)C2C3C=CC4(CN(Cc5cccnc5)C(=O)C24)O3)cc1 (stereo unspecified),6%,-3%,7%,-5%,i,
